NR2F2 inh: NR2F2 (human) inhibition, primary screen. P24468. HEK293T NGFI-A luciferase reporter, luminescence. inhibition, % at 8.6 µM. 370,000 compounds, 0.7% hits. AID 686940;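 active = inhibition above a per-plate cutoff, mean inhibition of test wells between control levels plus 3 SD, cut at about 38% in these data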;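 also: cells cotransfected with COUP-TFII expression vector driving the NGFI-A reporter; 0% = median of COUP-TF2 test wells and 100% = reporter-only cells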
KKLEB tox: CF airway cell cytotoxicity counter-screen; activity change (cytotoxicity), % at 5 µM; 360,000 compounds, 0.36% hits; KKLEB CF airway cells viability, ATPlite luminescence, overnight; stronger effect = lower value; cells stimulated with P. aeruginosa culture filtrate; AID 602141;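 active = corrected activity change at or below -50% at 5 µM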
SRC2 inh: inhibits human steroid receptor coactivator 2. Q15596. HEK293 GAL4-SRC2 luciferase reporter, luminescence. inhibition, % at 9 µM. 370,000 compounds, 0.17% hits. AID 651957;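 active = inhibition above the mean inhibition of all tested compounds plus 3 SD, set per campaign, cut at about 52% in these data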;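 also: 0% = DMSO treated cells and 100% = cells given Gossypol at 36 µM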
LMP1 NFkB inh: reduces LMP1-driven NF-kappaB luciferase signal; LMP1-induced NF-kappaB luciferase reporter cells, luminescence; inhibition, % at 12.5 µM; 350,000 compounds, 0.69% hits; in the data active = inhibition above about 41%;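 also: 0% = neutral control wells and 100% = reference inhibitor control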
CF NFkB inh: inhibitors of cystic fibrosis induced NF-kB; KKLEB NF-kB-GFP reporter, PAF-induced, GFP fluorescence overnight; inhibition, % at 5 µM; 360,000 compounds, 0.86% hits; AID 588850;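 active = at least 50% inhibition at 5 µM, scaled per plate between neutral and stimulator controls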;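 also: PAF is a Pseudomonas aeruginosa culture filtrate used as stimulus; plate controls were PAF-stimulated DMSO wells for no effect and unstimulated DMSO wells for full effect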
C8 TRAIL sens: sensitizes caspase-8 expressing cells to TRAIL. 360,000 compounds, 1% hits. NB7+C8 cells + TRAIL, ATPlite viability luminescence. AID 624354. inhibition (viability loss, TRAIL sensitization), % at 10 µM;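 active = compounds causing at least 50% loss of cell viability in the single-dose screen, relative to plate controls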
NCOA1 inh: inhibits human SRC1 coactivator | Q15788 | inhibition, % at 3.6 µM | 360,000 compounds, 0.12% hits | HEK293 GAL4-SRC1 luciferase reporter, luminescence | AID 588354;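 active = inhibition above the campaign mean plus 3 SD, with each screening campaign given its own cutoff, cut at about 60% in these data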;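 also: 0% = DMSO treated cells and 100% = gossypol at 36 µM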
TWEAK Fn14 block: blocks TWEAK-Fn14 interaction in a reporter cell assay; TWEAK-stimulated Fn14 reporter cells, luciferase luminescence, 8 h; inhibition, % at 10 µM; 360,000 compounds, 2% hits; AID 1159606; in the data active = inhibition above about 50%
SRC3 inh: inhibits human SRC3 coactivator; HEK293 GAL4-SRC3 luciferase reporter, luminescence; inhibition, % at 3.6 µM; 360,000 compounds, 0.17% hits;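 active = inhibition above a per-campaign cutoff, the mean of all compounds plus 3 SD, cut at about 60% in these data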;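 also: 0% = DMSO-treated cells and 100% = gossypol-treated cells at 36 µM; higher means less SRC3-driven luciferase light from the GAL4 reporter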
TROY NFkB inh: TROY signaling inhibition. Q293 LMP1-TROYcd NF-kB luciferase reporter, 4 h. inhibition, % at 10 µM. 360,000 compounds, 0.98% hits. AID 1347056;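 active = compounds whose plate-normalised and pattern-corrected inhibition of the luciferase reporter signal at the single screening dose is 50% or more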
NR5A2 inv ag: inverse agonists of human LRH-1 (NR5A2). HEK293T StAR-luciferase reporter, LRH-1 transfected, 24 h. AID 602396. 360,000 compounds, 0.13% hits. inhibition, % at 3.6 µM. O00482;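 active = inhibition above the mean inhibition of all tested compounds plus 3 SD, cut at about 73% in these data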;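 also: 0% = DMSO wells and 100% = reporter-only cells lacking LRH-1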
Numbers without * were called inactive; · = no result given.

SMILES,NR5A2 inv ag,CF NFkB inh,LMP1 NFkB inh,NCOA1 inh,SRC2 inh,C8 TRAIL sens,NR2F2 inh,TROY NFkB inh,SRC3 inh,KKLEB tox,TWEAK Fn14 block
COc1ccc(C(=O)C(C)OC(=O)c2nc3nccc(C)n3n2)cc1 (configuration not stated),7.7,-6.1,1.8,-16.1,9.4,5.0,1.6,-16.6,9.5,-6.6,-0.3
Clc1ccccc1N1CCN(c2ncnc3nc[nH]c23)CC1,-15.0,15.5,12.0,-8.5,10.5,6.8,-13.8,1.9,-0.5,-2.4,-11.3
Cc1c(Cl)cccc1NC(=O)CCC(=O)N/N=C/c1ccco1,-18.1,-6.8,2.7,-26.6,13.2,-5.4,6.0,3.3,11.3,13.5,9.7
CCOC(=O)c1c(C)[nH]c(C)c1S(=O)(=O)NCC1CCN(Cc2ccc(C)cc2)CC1,3.1,4.9,3.7,2.9,7.2,0.2,11.1,9.6,-12.4,-17.4,-13.0
CN(C)c1ncc(S(=O)(=O)c2ccc(Cl)cc2)c(-c2ccc(Cl)cc2Cl)n1,-13.3,15.7,2.1,-14.7,6.4,5.9,8.4,6.0,-3.9,5.0,7.5
COc1ccc(OC)c(-n2c(SCC(N)=O)nnc2-c2c[nH]c3ccccc23)c1,10.9,-2.6,9.1,-3.2,-17.1,0.4,-13.6,-1.1,16.5,5.6,-22.6
Cc1cc(C)n(-c2ccc(C(=O)Nc3cccnc3Cl)cc2)n1,2.6,6.8,0.2,-4.5,-17.2,1.9,-6.5,-46.4,0.0,-7.5,25.2
CN1CCN(c2ccc(NC(=O)CSc3nnnn3-c3ccccc3Cl)cc2)CC1,40.3,-6.4,-2.5,9.3,5.8,11.5,12.0,-17.5,-11.8,5.1,4.6
O=C(Cc1c[nH]c2ccccc12)NCc1ccc(Cl)cc1,-0.1,-11.1,-0.8,4.6,4.4,4.3,4.9,-10.8,10.2,6.2,1.7
CCCN(CCC)CCOc1cc(C)ccc1C(C)C,10.4,6.2,-2.3,-9.5,8.6,0.2,-3.8,15.4,9.0,2.2,-4.4
COc1ccc(NC(=O)CC2C(=O)NCCN2C(=O)Nc2ccc(C(F)(F)F)cc2)cc1 (configuration not stated),11.6,18.2,-15.4,-10.6,-15.1,2.2,3.7,-2.1,-0.6,-4.4,-10.1
Cn1c(=NC(=O)c2ccco2)sc2ccccc21,-121.3,-9.1,-21.7,-79.1,-27.0,58.8*,-34.0,-2.6,-59.7,-6.4,19.5
COc1ccc(Cc2nnnn2CC(=O)O)cc1,7.9,-9.8,-6.6,7.3,-9.3,4.8,-0.5,-13.2,-5.8,-1.6,8.6
O=C(/C=C/c1ccccc1)NNC(=O)c1ccco1,-9.5,-25.9,-0.7,-31.1,10.4,21.6,-27.8,-15.4,-10.9,7.6,11.3
O=S1(=O)CC(N2CCCC2)CN1Cc1ccc(F)cc1 (configuration not stated),6.7,-5.9,·,3.0,-22.1,-21.7,4.0,-11.4,14.5,11.4,-33.1
Cc1ccc(S(=O)(=O)N(C)c2ccc(C(=O)Nc3ccccn3)cc2)cc1,-11.8,26.5,3.1,-14.5,3.0,12.0,10.1,-9.4,-15.2,-2.9,23.1
O=C(COC(=O)c1ccc(S(=O)(=O)N2CCCC2)cc1)Nc1cccc(F)c1,-17.2,-7.4,6.9,-1.8,21.3,-6.0,-13.0,9.5,17.1,-3.2,7.9
Cn1cnc([N+](=O)[O-])c1Cl,-3.9,-0.5,-6.5,1.4,-3.9,12.7,-0.2,-3.3,4.5,3.9,-5.6
Cc1ccc(NC(=O)CSCC(=O)N(C)CC(=O)Nc2cccc3ccccc23)cc1,6.2,-5.1,1.4,-8.3,-39.9,6.1,-13.6,6.2,9.7,13.1,-18.0
CN(c1ccccc1)S(=O)(=O)c1cccc(C(=O)Nc2nccs2)c1,-9.4,6.0,-0.9,7.4,-7.5,5.4,1.1,10.2,11.9,26.9,19.7
Cc1c(Cl)cnc(NC(=O)COC(=O)c2cccc(S(=O)(=O)N3CCOCC3)c2)c1Cl,-15.2,-13.1,-0.6,9.4,-10.0,25.5,-11.4,-2.5,1.8,6.8,-11.4
Cc1ccc(S(=O)(=O)NN=C2CC3CCC2(C)C3(C)C)cc1 (configuration not stated),-6.3,-1.1,-1.8,2.2,-0.8,-21.5,5.5,0.6,1.5,7.5,36.7
Cc1ccccc1Oc1nc2c(C)cccn2c(=O)c1/C=C(\C#N)C(=O)Nc1c(C)n(C)n(-c2ccccc2)c1=O,29.2,36.1,14.4,-7.0,-6.9,1.6,-1.0,43.7,16.0,-18.9,52.5*
CCOC(=O)c1n[nH]n(-c2cc(Cl)cc(Cl)c2)c1=O,7.9,-20.9,-4.8,-27.4,-13.2,-24.3,12.9,8.8,21.9,11.5,8.7
NC(CSC1(c2ccc(F)cc2)c2ccccc2-c2ccccc21)C(=O)O (configuration not stated),-5.2,3.1,2.0,5.4,-28.6,-1.8,-19.0,4.9,-5.5,2.6,-38.7
CCn1cc(C(=O)N[C@H](C(=O)O)C(C)C)c(=O)c2cc3c(cc21)OCO3,-4.0,-5.7,-2.0,9.6,-6.9,-9.8,11.2,11.5,-4.2,-2.4,-4.3
S=C(Nc1cc(Cl)cc(Cl)c1)NC1CCN(Cc2ccccc2)CC1,4.5,31.2,4.6,-9.9,15.0,6.2,21.9,35.5,7.6,-28.8,-9.6
Cc1nc(N2CCN(C(=O)c3ccco3)CC2)c2c3c(sc2n1)CCC3,-21.3,-0.2,3.3,-1.0,2.1,10.6,-3.7,13.8,17.4,4.5,2.6
COc1cc(/C=N/n2c(C3CCCCC3)n[nH]c2=S)ccc1O,22.7,22.6,0.9,12.8,5.9,5.8,-0.6,-2.9,2.8,-5.2,8.3
Cc1ccc(C)c(-c2ccc(=O)n(Cc3cccc(Br)c3)n2)c1,-16.9,15.1,-3.4,-25.2,13.4,5.2,4.3,16.9,-26.2,-11.0,8.1
Cc1ccc(C(=O)Nc2ccc3c(c2)OCCO3)c(Cl)c1,-68.1,-1.4,46.6*,-62.1,23.3,82.9*,18.6,42.9,-29.1,-49.1,89.5*
Cc1cc(Nc2ccc3c(c2)OCCO3)c2cc(Cl)ccc2n1,15.0,-5.3,15.6,22.6,0.5,-3.7,2.5,37.5,31.6,-2.2,47.6

In another format: entries from further up
> Cc1cc(Nc2ccc3c(c2)OCCO3)c2cc(Cl)ccc2n1
- NR5A2 inv ag: 15.0
- CF NFkB inh: -5.3
- LMP1 NFkB inh: 15.6
- NCOA1 inh: 22.6
- SRC2 inh: 0.5
- C8 TRAIL sens: -3.7
- NR2F2 inh: 2.5
- TROY NFkB inh: 37.5
- SRC3 inh: 31.6
- KKLEB tox: -2.2
- TWEAK Fn14 block: 47.6

> NC(CSC1(c2ccc(F)cc2)c2ccccc2-c2ccccc21)C(=O)O (configuration not stated)
- NR5A2 inv ag: -5.2
- CF NFkB inh: 3.1
- LMP1 NFkB inh: 2.0
- NCOA1 inh: 5.4
- SRC2 inh: -28.6
- C8 TRAIL sens: -1.8
- NR2F2 inh: -19.0
- TROY NFkB inh: 4.9
- SRC3 inh: -5.5
- KKLEB tox: 2.6
- TWEAK Fn14 block: -38.7

Later entries.
SMILES,NR5A2 inv ag,CF NFkB inh,LMP1 NFkB inh,NCOA1 inh,SRC2 inh,C8 TRAIL sens,NR2F2 inh,TROY NFkB inh,SRC3 inh,KKLEB tox,TWEAK Fn14 block
CC1=NN(c2ccc(C)c(C)c2)C(=O)/C1=C/c1ccc2c(c1)n(C)c(=O)n2C,-0.4,-27.0,-14.6,9.5,-11.3,-6.6,7.4,2.0,12.1,12.6,-18.4
CC1CCCN(S(=O)(=O)c2ccc(-c3ccc(=O)[nH]n3)o2)C1 (configuration not stated),-3.1,5.3,-13.7,-16.0,-4.4,24.4,-7.9,2.8,-6.1,-5.3,-2.6
COc1cccc(C(=O)NC(=S)Nc2ccc(N3CCCC3)cc2)c1,-5.1,2.3,-3.7,-0.6,-11.8,16.0,-39.2,-2.3,-2.6,8.3,-42.9
Nc1nc(Cn2nnc(-c3ccccc3F)n2)nc(N2CCOCC2)n1,-17.9,21.6,6.4,-9.0,-25.8,-17.1,4.0,-3.5,-14.5,-15.7,-2.6
CCN(CC)CCN(Cc1cc2ccc(C)cc2[nH]c1=O)C(=O)NC1CCCCC1,6.2,9.7,3.0,-16.0,10.1,-5.0,-5.3,6.8,10.1,-5.4,3.6
O=C(O)c1ccc(N/N=C/C=C/c2ccccc2)cc1,-180.4,-1.3,-28.7,-92.5,-22.8,6.5,-54.5,-50.6,-114.4,10.0,63.1*
COc1cccc(CCC(=O)N(C)C2CCCN(Cc3ccccc3F)C2)c1 (configuration not stated),8.6,5.1,7.5,-1.9,-4.8,3.8,4.8,-10.8,3.9,-1.1,7.5
CCCCn1c(SCC(=O)NC2CC2)nc2cc(C(=O)OC)ccc2c1=O,8.7,-11.3,-2.6,4.6,-4.5,-12.9,-5.0,-6.4,-11.0,7.8,15.8
O=C(Nc1ccc(Cl)c(Cl)c1)Nc1nnc(-c2ccncc2)s1,-3.2,75.7*,9.4,-15.5,-9.9,34.6,12.0,8.8,22.1,-56.3*,-14.3
COc1ccc(Cl)cc1NC(=O)CN(C)C(=O)c1cc2c(s1)CCC(C)C2 (configuration not stated),-5.8,-4.3,6.2,-4.9,0.9,16.7,5.5,3.1,2.8,7.4,-14.7
CCOC(CCn1c(SCC(=O)Nc2cc(C)on2)nc2ccccc2c1=O)OCC,13.2,-11.1,-0.9,-24.4,27.8,0.8,-9.0,-0.1,10.7,0.4,2.1
CCCCOC(=O)c1cc(=O)[nH]c(=O)[nH]1,-21.9,12.5,3.4,-18.2,10.4,10.6,-7.3,1.1,-7.0,-4.8,10.7
CCOc1ncccc1C(=O)NCCN1C(=O)S/C(=C/c2cccs2)C1=O,-5.8,19.2,11.1,-3.2,25.4,-5.3,12.6,29.0,5.9,-4.2,21.3
O=C(/C=C/c1cccs1)NCc1ccccc1,-49.8,2.4,-4.9,-28.1,-20.0,-6.9,-18.5,-32.4,-14.5,1.6,-19.4
CN([C@@H](C(=O)OC(C)(C)C)c1ccccc1)S(=O)(=O)c1cccc(S(=O)(=O)N(C)[C@@H](C(=O)OC(C)(C)C)c2ccccc2)c1,6.2,2.7,-5.0,8.4,1.5,-22.4,10.0,-0.1,4.1,4.4,0.5
Cc1nnc(NC(=O)CN2CCN(Cc3ccccc3Cl)CC2)s1,5.4,-2.7,5.6,4.3,-9.3,-6.1,3.6,0.2,-6.0,3.8,-3.0
Cc1noc(C)c1-c1nnc(-c2ccc(OC(F)(F)F)cc2)o1,-2.6,-17.9,-3.4,-16.8,-23.2,8.4,-13.3,-29.3,5.3,11.7,-38.4
COc1ccc(Cl)cc1-c1cc(C(=O)Nc2ccc(C)c(NS(C)(=O)=O)c2)[nH]n1,8.1,-47.5,·,14.1,25.1,43.4,38.1*,52.9*,2.1,7.7,72.3*
Cc1cc(O)c2c(c1)CC1C3CCC4CC(=O)CCC4(C)C3CC(=O)C21C (configuration not stated),2.4,17.6,-4.8,-8.0,-30.4,-3.9,-15.5,2.4,-6.3,-12.4,20.4
CC(=O)c1cccc(NC(=O)CCNS(=O)(=O)c2cccc3nonc23)c1,15.5,-6.5,-9.1,-38.2,9.2,-7.0,4.0,-2.5,6.5,7.1,0.3
Cc1ccc(Cl)cc1-n1ncc2c(NNC(=O)c3ccco3)ncnc21,5.9,-11.4,2.5,-2.1,-21.1,-17.0,1.5,-1.9,-1.3,6.0,62.7*

Screening data as filed in PubChem BioAssay.
